# TAG inh: triacylglycerol accumulation inhibition; H9c2 cells, Nile Red lipid (TAG) fluorescence; cells loaded with 200 µM oleic acid; inhibition, % at 12.5 µM; hit rate 0.66% among 230,000;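 active = pattern-corrected inhibition of lipid staining of at least 50% with the nuclear-stain viability signal not falling by more than 50%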;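 note: 0% = DMSO wells and 100% = triacsin C control wells; some results filed as inactive read as strong as hits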
# TAG inh DAPI viability: further read-out of TAG inh, marked with its call; DAPI nuclei signal change (viability), lower = more cytotoxic, %;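 whole-well DAPI fluorescence read on a plate reader as a viability signal; minus 50 percent equals half of cells still viable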
# Active calls of the source: *. Some of the compounds tested; count on the stated rates, not on these rows.
# The line under a structure holds: TAG inh	TAG inh DAPI viability
CC(=O)c1ccc(S(=O)(=O)NCCC(=O)NC(C)c2ccncc2)cc1 (stereo not drawn)
  -1	6
O=C(OCC#CCSc1nnc(-c2cccc3ccccc23)o1)c1cnc[nH]1
  31	-11
Cc1cc(C)cc(NC(=O)c2cccc(NC(=O)c3ccco3)c2)c1
  9	-2
Cn1nnnc1SCC(=O)Nc1ccccc1Cl
  1	-1
O=c1nc(Nc2ccc(Br)cc2)sc2ccc([N+](=O)[O-])cc12
  -16	1
O=C(CC1CCCC1)N1CCN(S(=O)(=O)c2c(F)cccc2F)CC1
  -22	11
C=CCN1c2ccccc2[C@]23C[C@@H](C(=O)OC)N(C(=O)C4CCC4)C2=NC(C(=O)OC)=C(C(=O)OC)[C@H]13
  4	-4
COc1cccc(NC(=O)CN2CCc3ccccc3C2)c1
  -7	-2
Cn1nnnc1SCC(=O)N1c2ccccc2Sc2ccc(Cl)cc21
  -5	-2
O=C1C2C3C=CC(C3)C2C(=O)N1c1cccc2cccnc12 (stereo not drawn)
  -4	-1
CC(NCC(=O)NCCc1ccc(S(N)(=O)=O)cc1)c1ccc(F)cc1 (stereo not drawn)
  -1	4
Cc1ccc(S(=O)(=O)N2CCN(C(=O)c3cccc(F)c3)CC2)cc1
  -14	-2
COc1ccc(NC(=O)COc2cccc(C(F)(F)F)c2)cn1
  2	2
O=S(=O)(NCCN1CCOCC1)c1cccs1
  8	1
O=C(Cn1nc(-c2ccccc2)ccc1=O)Nc1ccc(NC(=O)c2ccccn2)cc1
  15	-2
COc1ccc(C(=O)n2c(C)c(CCO)c(=O)n2C)cc1
  -11	6
CCN(CC(=O)Nc1ccccc1C(F)(F)F)C(=O)CN1C(=O)NC(C)(c2ccccc2)C1=O (stereo not drawn)
  14	-10
CCOc1ccc(N(CC)S(=O)(=O)c2ccc3c(c2)n(C)c(=O)c(=O)n3C)cc1
  -1	-14
O=c1[nH]c(SCc2ccc(Cl)cc2)nc2ccccc12
  -11	14
CCN(c1ccccc1)S(=O)(=O)c1ccc(C(=O)NC2CCCCC2)cc1
  1	-10
Cc1nc(N2CCOCC2)c2c(C)c(C(=O)Nc3ccc(C(F)(F)F)cc3)sc2n1
  9	1
Cc1ccc(C)c(C(=O)COC(=O)Cn2[nH]c(=O)c3ccccc3c2=O)c1
  -2	10
COc1c(Cl)cc(-c2noc(C)c2C(=O)NCc2ccc3c(c2)OCO3)cc1Cl
  11	-5
Nc1cc(N)nc(SCC(=O)Nc2ccc(Br)cc2Cl)n1
  -4	7
Cn1cc(/C=N/n2cnc3scc(-c4ccc(Cl)cc4)c3c2=O)c2ccccc21
  61*	-16*
N/C(=N\OC(=O)CCn1cccc(C(F)(F)F)c1=O)c1ccc(Cl)cc1
  -14	5
O=C1CCC(C(=O)OCc2nnc(-c3ccc(Cl)cc3)o2)=NN1
  2	-1
O=C(CN1CCN(C(c2ccccc2)c2ccccc2)CC1)N1CCN(c2ccccc2)CC1
  3	0
CCOc1ccccc1NC(=O)CSc1nc2ccccc2nc1N1CCCC1
  18	-8
N#CC1(NC(=O)COC(=O)Cc2c[nH]c3ccccc23)CCCCC1
  5	-8
COc1ccccc1CCC(=O)Nc1cc(S(=O)(=O)N2CCCCC2)ccc1N1CCN(C)CC1
  11	-5
Cn1cccc1-c1cc(C(=O)N/N=C/c2cccc(O)c2)[nH]n1
  -5	10
CC(NC(=O)C(Cc1ccccc1)=NO)c1ccccc1 (stereo not drawn)
  27	1
O=C(Nc1ccc(N2CCN(C(=O)c3ccco3)CC2)cc1)c1ccc(F)cc1
  16	-2
O=C(c1ccc2c(=O)n3c(nc2c1)CCCCC3)N1CCN(c2ccccc2)CC1
  11	-13
Cc1oc(-c2cccs2)cc1C(=O)N1CCCC(C)(C(=O)O)C1 (stereo not drawn)
  2	-4
CC1(C)C2CC=C(/C=N/NC(=S)Nc3cccnc3)C1C2 (stereo not drawn)
  -2	-4
CCCCCCNC(=O)O[C@H]1C[C@H](C(=O)OC)[C@H](C(=O)OC)C2CN(S(=O)(=O)c3ccc(C)cc3)C[C@@]21O (stereo partly drawn)
  -33	-5
CNC(=O)C1CCN(S(=O)(=O)c2c(C)noc2/C=C/c2ccc(OC)cc2)CC1
  -8	1
Cc1c(N=Nc2ccc(N(C)C)cc2)c(=O)n(-c2ccccc2)n1C
  6	-8

# Shown as labelled records: entries from further up.
Cc1oc(-c2cccs2)cc1C(=O)N1CCCC(C)(C(=O)O)C1 (stereo not drawn)
  TAG inh: 2	TAG inh DAPI viability: -4
CC1(C)C2CC=C(/C=N/NC(=S)Nc3cccnc3)C1C2 (stereo not drawn)
  TAG inh: -2	TAG inh DAPI viability: -4
CCCCCCNC(=O)O[C@H]1C[C@H](C(=O)OC)[C@H](C(=O)OC)C2CN(S(=O)(=O)c3ccc(C)cc3)C[C@@]21O (stereo partly drawn)
  TAG inh: -33	TAG inh DAPI viability: -5
CNC(=O)C1CCN(S(=O)(=O)c2c(C)noc2/C=C/c2ccc(OC)cc2)CC1
  TAG inh: -8	TAG inh DAPI viability: 1

# (continued)
# The line under a structure holds: TAG inh	TAG inh DAPI viability
O=C(Nc1cc(S(=O)(=O)N2CCCCCC2)ccc1OCC(F)(F)F)c1cnccn1
  17	-2
Cc1ccc(S(=O)(=O)CCC(=O)OCc2cc(=O)oc3cc(C)ccc23)cc1
  12	2
COC(=O)c1ccccc1NC(=S)NC(=O)COc1ccc(C)cc1
  -3	0
COCCNC(=S)N(CCc1c(C)[nH]c2ccc(C)cc12)Cc1cc(OC)c(OC)c(OC)c1
  3	0
Cc1nc(NC(=O)C2CCCCC2C(=O)O)sc1C (stereo not drawn)
  -12	4
CCOC(=O)N1CCC(NC(=O)C(NS(=O)(=O)c2cccc3nsnc23)c2ccccc2)CC1 (stereo not drawn)
  -2	15
Cc1cc(=O)oc2c1c(C)nn2-c1cccc(Cl)c1
  9	-6
c1ccc(CSc2nc3ccccc3[nH]2)cc1
  -26	4
CC(C)[C@H](NC(=O)c1ccco1)C(=O)OCC(=O)N(C)c1ccccc1
  1	-6
C/C(=N\NC(=O)c1cccc(C)c1)c1ccc(N2CCOCC2)cc1
  -7	5
CC(C)Oc1ccc(CCc2nnc(SCC(=O)O)n2-c2ccccc2)cc1
  -6	-6
O=C(C1=C(O)C(=O)N(CCN2CCOCC2)C1c1ccccn1)c1cccs1 (stereo not drawn)
  -2	-1
O=C(Nc1nncs1)c1c(F)c(F)c(F)c(F)c1F
  5	-7
Cc1cccc(Cc2nnc(CCC(=O)N3CCCC(CN4CCOCC4)C3)o2)c1 (stereo not drawn)
  6	-9
COC(=O)c1c(NC(=O)c2cccs2)sc2c1CCCC2
  3	8
O=C(c1ccc(NC(=O)C2(c3ccccc3)CCCC2)cc1)N1CCOCC1
  2	4
C/C(=N\NC(=O)c1ccc(F)cc1)c1ccc(N2CCOCC2)cc1
  2	-5
O=C(NC1CC1)C1=COCCO1
  -9	4
O=C(O)CCC(=O)Nc1ccc(Oc2ncnc3cc(Cl)ccc23)nc1
  -7	3
O=C(CCC(=O)OCc1ccc(Cl)cc1)Nc1cccc([N+](=O)[O-])c1
  -1	9

# More structures follow:
compound | TAG inh | TAG inh DAPI viability
Cc1nc(SCC(=O)c2ccc(F)cc2)c([N+](=O)[O-])[nH]1 | 8 | -7
O=C1NCCOC(=O)[C@H](Cc2ccc(F)cc2)CC/C=C/C[C@@H]1CC(=O)N(CCO)Cc1ccccc1 | 2 | -5
CC1=C(C(=O)NCc2ccc3c(c2)OCO3)C2(CCC(C)CC2)OC1=O (stereo not drawn) | 5 | -5
Cc1cc(C)c2c(N)c(C(=O)Nc3ccccc3Cl)sc2n1 | -9 | 42
Cn1ccnc1Sc1cc(Cl)ccc1[N+](=O)[O-] | -8 | 1
O=C(O)CC1=C(O)C(=O)N(c2ccccc2)C1c1ccc(Br)cc1 (stereo not drawn) | 15 | -8
CCn1ccnc1CN(C)C(=O)C1CCC(=O)N(CCc2cccc(F)c2)C1 (stereo not drawn) | -11 | 4
CCOC(=O)N1CCN(C(=O)COC(=O)CNC(=O)c2ccc(Cl)cc2Cl)CC1 | 4 | 4
CC1(C(=O)NS(=O)(=O)c2ccccc2Cl)CCN1C(=O)CC(c1ccccc1)c1ccccc1 (stereo not drawn) | 6 | 9
O=C(NC1=NCCS1)[C@H](Cc1ccccc1)N1C(=O)c2ccccc2C1=O | 18 | 17
CC(C)OC(=O)NCCOC(=O)Nc1cccc(Cl)c1 | 9 | -5
COc1ccccc1NC(=O)CSc1nnc(C2CCCCC2)o1 | -40 | -3
CCOc1ccc(CC(=O)NCC2(N3CCCCC3)CCCCC2)cc1 | 5 | -7
CC(C)C(CC(=O)NCc1ccco1)c1ccco1 (stereo not drawn) | 15 | 2
C[C@@H]1CN([C@H](C)CO)C(=O)c2cc(C#CC(C)(C)O)cnc2O[C@@H]1CN(C)C(=O)C1CC1 | 6 | -1
N#CCSc1ncnc2ccccc12 | 1 | 6
CCOCc1nnc(NC(=O)c2ccc(NC(C)=O)cc2)s1 | 5 | 1
O=C(CN1C(=O)NC2(CCCC2)C1=O)Nc1cc(Cl)ccc1N1CCCC1 | -15 | 6
COc1ccc(C2Nc3ccccc3C(=O)N2Cc2ccco2)cc1COc1ccc(F)cc1 (stereo not drawn) | -5 | 15
CCOC(=O)C1CCCN(CC(O)COCc2ccc3c(c2)OCO3)C1 (stereo not drawn) | 11 | -7
CC(NC(=O)c1ccc2c(c1)OCCO2)c1ccc(S(N)(=O)=O)cc1 (stereo not drawn) | 11 | -16
CC(C)NC(=O)Nc1ccc2c(c1)C(=O)N([C@H](C)CO)C[C@H](C)[C@@H](CN(C)Cc1ccc(C(F)(F)F)cc1)OCCCC[C@@H](C)O2 | 10 | 1
CC(C)c1ccc(NC(=O)C2Cc3c(-c4ccc(Cl)cc4)ccnc3O2)cc1 (stereo not drawn) | -42 | 4
Cc1cccc(Cc2cnc(NC(=O)c3ccc(C)o3)s2)c1 | -25 | 15
CC1(CCc2ccc3c(c2)OCO3)NC(=O)c2ccccc2N1 (stereo not drawn) | 11 | -2
O=C(CCc1ccccc1)Nc1cccc(-c2nnc(-c3ccco3)o2)c1 | 27 | 5
COCCn1c(C)cc(C(=O)COC(=O)CCc2ccc(S(=O)(=O)N3CCOCC3)cc2)c1C | -7 | 12
COc1ccc(CC(=O)OCC(=O)NC2CCCCCC2)cc1OC | 2 | 0
O=C(N/N=C/c1ccc(N2CCCC2)c([N+](=O)[O-])c1)c1cccnc1 | 14 | -2
O=C(Cn1nnc(-c2cccs2)n1)NCc1ccccc1 | -10 | 7
CN(C)CCNC(=O)c1onc(CSc2ccncc2)c1C(=O)NCCN(C)C | 11 | -2
COc1ccc(NC(=O)c2cc(S(=O)(=O)N3CCOCC3)cn2C)cc1Cl | 8 | 2
CC1CCc2c(sc3ncnc(N4CCOCC4)c23)C1 (stereo not drawn) | 4 | -1
Cc1nc(N)sc1-c1csc(Nc2cc(N(C)C)ccc2Cl)n1 | 18 | 0
C=CCNc1sc(C(=O)C2CC2)c(N)c1C#N | -20 | 5
O=C(NCCO)c1ccc(-c2ccc3nncn3c2)cc1 | 11 | -11
O=C(NC1CCCC1)c1sc(=S)n2c1[nH]c(=O)c1ccccc12 | 18 | -10
NNC(=O)Cn1cnc2ccccc21 | 0 | 5
C=CCNc1nc(C(=O)OCC(=O)c2ccccc2)cs1 | -9 | -22
Cc1ccccc1OCCOC(=O)c1nc2nccc(C)n2n1 | 0 | 0

# Profiles, looked up by structure. Order of screens: TAG inh, TAG inh DAPI viability
# O=C(NC1CCCC1)c1sc(=S)n2c1[nH]c(=O)c1ccccc12 reads 18, -10
# COc1ccc(NC(=O)c2cc(S(=O)(=O)N3CCOCC3)cn2C)cc1Cl reads 8, 2
# O=C(NCCO)c1ccc(-c2ccc3nncn3c2)cc1 reads 11, -11
# NNC(=O)Cn1cnc2ccccc21 reads 0, 5
# CC1CCc2c(sc3ncnc(N4CCOCC4)c23)C1 (stereo not drawn) reads 4, -1

# Carrying on:
compound | TAG inh | TAG inh DAPI viability
Nc1ccc(Nc2nc3ccccc3[nH]2)cc1 | 8 | -2
CC(NCC(O)c1ccc([N+](=O)[O-])cc1)C12CC3CC(CC(C3)C1)C2 (stereo not drawn) | -12 | 14
c1ccc(CN2CCN(C3=Nc4cccc5cccc3c45)CC2)cc1 | 3 | 7
CCCNC(=O)C12CCC(C)(C(=O)O1)C2(C)C (stereo not drawn) | -3 | -9
CCN(CC)S(=O)(=O)c1ccc(N2CC(C(=O)NCc3ccc4c(c3)OCO4)CC2=O)cc1 (stereo not drawn) | -5 | -5
O=C(COC(=O)/C=C/C(=O)OCC(=O)Nc1ccccc1F)Nc1ccccc1F | 21 | -8
CC(=O)Nc1cccc(-c2nc3ccccc3[nH]2)c1 | 21 | -20
Fc1ccc(N2CCN(c3nnnn3-c3ccccc3)CC2)cc1 | -13 | 10
CCOc1ncccc1C(=O)OCC(=O)N1CC(=O)Nc2ccccc21 | 2 | 4
COc1ccccc1NC(=S)N1CCN(c2nc(-c3ccccc3)cs2)CC1 | 0 | 0
O=C(/C=C/c1cccc(Cl)c1)NCCc1ccccc1 | 0 | -6
CC1=C(Cl)C2=NS(=O)(=O)CCN2C=C1Cl | -7 | 13
Cc1c(NC(=O)C(=O)N/N=C/c2cccs2)c(=O)n(-c2ccccc2)n1C | 0 | 2
Cc1ccc(N2CCN(c3ccc(NC(=O)CCC(=O)O)cc3)CC2)cc1 | 0 | 0
CCc1cc2c(N3CCN(c4nnc(CC)s4)CC3)ncnc2s1 | -1 | -5
O=C(/C=C/c1ccc(F)cc1)NC(=S)N1CCCCC1c1cccnc1 (stereo not drawn) | -9 | -1
CN(c1ccc(C(=O)Nc2ccccc2Sc2ccccc2)cc1)S(C)(=O)=O | -14 | -4
O=C(NN1CC(C(=O)OCc2ccccc2F)CC1=O)c1ccccc1 (stereo not drawn) | -8 | -4
O=C(COC(=O)c1c(Cl)ccc(Cl)c1Cl)NC1CCS(=O)(=O)C1 (stereo not drawn) | -18 | 7
COC(=O)C1=NN(c2ccc(C)cc2)C2C(=O)N(c3ccccc3OC)C(=O)C12 (stereo not drawn) | 11 | -2
O=C(Nc1ccccc1)N1CCN(c2ccccn2)CC1 | -2 | 8
